ALDH1A1 inh: inhibitors of human aldehyde dehydrogenase 1A1; P00352; Purified ALDH1A1, NADH fluorescence, propionaldehyde substrate; Potency, µM (series often up to 75.3 µM), without a hit: top-dose activity, negative = inhibition, hits mostly inhibitors; 220,000 tested, 7.3% active; AID 1030; active means well fitted inhibition curve with a large enough effect, not every such curve was filed as active; inconclusive means small, poorly fitted or top-dose-only effect, or another doubt; inactive means no such curve, though single readings can be large or run the other way;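 further: plate controls were no enzyme wells and a reference inhibitor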
Target sequence (P00352 whole entry, looked up): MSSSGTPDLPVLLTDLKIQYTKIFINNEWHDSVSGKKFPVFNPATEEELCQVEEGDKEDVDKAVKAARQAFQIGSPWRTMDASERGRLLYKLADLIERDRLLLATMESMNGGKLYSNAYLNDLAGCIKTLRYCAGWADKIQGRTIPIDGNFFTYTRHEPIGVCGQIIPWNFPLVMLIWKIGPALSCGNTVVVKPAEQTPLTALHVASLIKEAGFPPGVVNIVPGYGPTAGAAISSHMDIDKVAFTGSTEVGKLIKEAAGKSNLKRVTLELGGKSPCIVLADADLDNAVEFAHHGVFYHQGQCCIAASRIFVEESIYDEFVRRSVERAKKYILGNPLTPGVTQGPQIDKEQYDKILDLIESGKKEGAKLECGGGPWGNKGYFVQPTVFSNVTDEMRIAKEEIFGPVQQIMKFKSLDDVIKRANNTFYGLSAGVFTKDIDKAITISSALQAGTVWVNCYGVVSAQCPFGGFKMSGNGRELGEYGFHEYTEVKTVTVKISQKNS
GAA spleen mod: lysosomal alpha-glucosidase (human) modulation | P10253 | human spleen homogenate, 4-MU-alpha-glucoside fluorescence | Potency, µM (doses to about 79.9 µM), for inactives: top-dose activity change, negative = inhibition, hits mostly inhibitors | 240,000 tested, 0.006% active | AID 2112;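 further: 0% = enzyme with vehicle and -100% = no enzyme basal signal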
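Compounds were titrated against alpha-glucosidase in spleen homogenate at pH 5.0, with 1 mM 4-methylumbelliferyl substrate for 40 min at 37 C. Reactions were quenched with pH 10 NaOH/glycine and fluorescence measured.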
GAA glycogen mod: inhibitors or activators of human alpha-glucosidase glycogen cleavage | AID 2100 | P10253 | 300,000 tested, 0.38% active | Potency, µM (titrated, usually from 76.4 µM), inactives show at the top dose activity change, negative = inhibition, usual class: inhibitors | recombinant GAA, glycogen substrate, Amplex Red glucose oxidase fluorescence;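 further: 0% = full enzyme reaction and -100% = no-enzyme basal signal; the screen sought inhibitors and activators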
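Recombinant human enzyme (4 nM); glycogen substrate; 37 C, 40 min, pH 5.0. Readout: coupled glucose oxidase/Amplex Red fluorescence.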
NPSR antag: blocks cAMP signaling of the human neuropeptide S receptor. Q6W5P4. CHO-NPSR cells, cAMP TR-FRET, antagonist mode. Potency, µM (series often up to 38.3 µM), without a hit: at the top dose activity change, negative = inhibition, hits mostly inhibitors. 220,000 tested, 1% active; further: on the % scale 0 is the no-effect control and ±100 the full control effect; nearly all actives have a fitted effect of over 50% in size; many of its hits are not listed in these tables
GAA inh: inhibitors of human lysosomal alpha-glucosidase. P10253. purified human GAA, 4-MU-alpha-glucoside fluorescence. Potency, µM (doses to about 76.9 µM), without a hit: top-dose activity change, negative = inhibition, most hits filed as inhibitors. 200,000 tested, 0.005% active;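 further: plate controls were uninhibited enzyme wells for no effect and no-enzyme background for full effect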
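Fluorescence at Ex 365/Em 440 nm from 4-methylumbelliferone reported enzyme activity after 20 min at room temperature. Reactions used 4 nM enzyme and 400 uM substrate at pH 5.0; curves fitted with the Hill equation.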
GLA spleen mod: inhibits or activates alpha-galactosidase in human spleen homogenate; Potency, µM (highest dose often 80 µM), for the others: top-dose activity change, negative = inhibition, actives largely listed as inhibitors; 240,000 tested, 0.008% active; human spleen homogenate, 4MU-alpha-Gal fluorescence, 40 min;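 further: 0% = enzyme with vehicle and -100% = no enzyme basal signal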
Target sequence (P06280 32-429 limits assumed): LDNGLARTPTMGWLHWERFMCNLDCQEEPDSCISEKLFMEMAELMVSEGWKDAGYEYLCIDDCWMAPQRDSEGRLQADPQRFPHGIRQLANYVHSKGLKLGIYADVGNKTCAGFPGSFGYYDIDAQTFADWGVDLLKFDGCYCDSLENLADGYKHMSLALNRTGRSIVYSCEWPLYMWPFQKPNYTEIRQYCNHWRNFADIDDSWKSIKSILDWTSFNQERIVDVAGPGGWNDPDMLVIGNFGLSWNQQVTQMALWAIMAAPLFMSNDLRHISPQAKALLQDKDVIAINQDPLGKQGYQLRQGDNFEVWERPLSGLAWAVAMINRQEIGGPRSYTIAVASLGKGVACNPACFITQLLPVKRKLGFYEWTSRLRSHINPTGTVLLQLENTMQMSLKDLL
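Human spleen homogenate (1 ug) was the enzyme source, with 4-methylumbelliferyl-alpha-D-galactopyranoside (1 mM final) in pH 5.0 citrate buffer with 0.01% Tween-20. Compounds were titrated; after 40 min at 37C, NaOH/glycine stop, 4-MU fluorescence read; AC50 from Hill fits.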
Tau fluor counter: counter-screen for tau fibril formation inhibitors; 280,000 tested, 0.93% active; tau K18 P301L (four-repeat tau fragment) Alexa594 fluorescence, heparin fibrillization; Potency, µM (highest dose often 57.7 µM), inactives show at the top dose activity change, negative = decrease; further: on the % scale 0 is the no-effect control and ±100 the full control effect; nearly all actives have a fitted effect of over 55% in size
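Human K18 P301L tau (15 uM unlabeled plus 0.24 uM Alexa 594-labeled, final) in 100 mM sodium acetate pH 7 was mixed with compound and 20 uM heparin and incubated 6 hr at 37 C.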
Epigenetic derep: regulators of epigenetic silencing causing reporter derepression in mouse cells; AID 1865; murine LDR cells, GFP reporter derepression, 30 h; Potency, µM (highest dose often 53.9 µM), for inactives: at the top dose GFP activation, most hits filed as activators; 280,000 tested, 0.2% active; further: % of control where 0% means no effect; nearly all actives have a fitted effect of over 60% in size
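Reporter derepression read as number of fluorescent GFP-positive objects, 20-120 um in size, counted by laser-scanning cytometer. Mouse LDR line with an epigenetically silenced CMV-GFP locus; compound incubation 30 h, 37 C.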
An asterisk follows results filed as active; ? = inconclusive; / = no result given; [ ] = another dose, or the depositor's remark. Unless noted, the call rests on the fitted dose curve; in most records, active means well fitted curve in the direction sought with a large enough effect; inconclusive means small, poorly fitted or top-dose-only effect, or another doubt; inactive means no such curve, though single readings can be large; an effect the other way counts as inactive or inconclusive. Potency means the concentration at half of the fitted maximal effect. Some of the compounds tested, so the mix of outcomes need not match the whole.

SMILES	ALDH1A1 inh	GAA spleen mod	GAA glycogen mod	NPSR antag	GAA inh	GLA spleen mod	Tau fluor counter	Epigenetic derep
O=C(Nc1cccc2ncccc12)C(Cl)(Cl)Cl	3%	-17%	11%	-4%[46.1 µM]	-3%	-4%	-2%	-0.4%
CNC(=S)N/N=C/c1cc(C)ccc1C	2%	-5%	3%	-41%	-9%	3%	-5%	-3.2%
CSc1nc(-c2ccco2)nn1S(=O)(=O)c1ccccc1	14µM*	-4%	7%	7%[46.1 µM]	-7%	-6%	0%	-2.1%
CCOc1cc(CNCCO)ccc1OCC(=O)NC(C)(C)C	6%	-13%	-10%	14%	4%	6%	7%	-0.3%
O=C1CCCN1c1ncc(S(=O)(=O)c2ccc([N+](=O)[O-])cc2)s1	-2%	2%	5%	15%	-3%	0%	-9%	0.0%
O=C1C2C(c3ccccc3)=NN(c3ccccc3)C2C(=O)N1c1ccccc1 (stereo unspecified)	?	?	-1%	-15%	?	?	?	0.0%
COc1cc(NC(=O)CSc2nnc3c(C)cc4cc(C)cc(C)c4n23)c(C(=O)O)cc1OC	8%	0%	-3%	-2%	?	4%	0%	-1.0%
O=C1CC(c2ccccc2)CC(O)=C1C=NCc1ccccc1Cl (stereo unspecified)	4%	-2%	-3%	6%[46.1 µM]	-9%	10%	-3%	3.7%
CC1(C)CC(=O)c2cc(OCC(=O)NCCCN3CCN(c4ccc(F)cc4)CC3)ccc2O1	?	5%	-4%	1%[46.1 µM]	1%	5%	-8%	2.1%
O=c1c(Cl)c(NCCO)ncn1-c1ccccc1	4%	0%	8%	-2%[46.1 µM]	1%	0%	2%	2.0%
CC(=O)NC(NC(=S)Nc1ccccc1Br)C(Cl)(Cl)Cl (stereo unspecified)	?	-12%	-4%	1%	2%	-6%	-9%	-0.1%
O=c1[nH]c(Cc2ccccc2Cl)nc2ccccc12	1%	/	3%	-1%	-2%	5%	-8%	-2.7%
COc1ccc(C(C[N+](=O)[O-])C2(c3ccc(OC)c(OC)c3)C(=O)c3ccccc3C2=O)cc1 (stereo unspecified)	?	-2%	-2%	?	?	-1%	-6%	0.0%
Cc1c[n+]([O-])n(-c2ccc(C(=O)O)cc2)n1	3%	4%	1%	6%[46.1 µM]	1%	3%	-2%	-1.0%
CCC(C(=O)OC)n1c(-c2ccccc2)nc2ccccc2c1=O (stereo unspecified)	-9%	0%	-9%	-26%	-3%	0%	-24%	1.1%
COc1ccc(N2CCN(CC(=O)Nc3cc(C)on3)CC2)cc1	?	-4%	0%	-7%[46.1 µM]	-1%	-7%	-1%	-5.7%
CCOc1ccc(C2C(C(=O)C3CC3)N3C=C(C#N)C=CC3C2(C#N)C#N)cc1 (stereo unspecified)	?	-11%	-9%	-22%[46.1 µM]	-4%	-16%	-24%	?
O=C(O)C(c1ccccc1)C1(O)CCCCC1 (stereo unspecified)	10%	-4%	9%	-7%	-2%	-8%	7%	-0.2%
COC(=O)C(Cc1ccc(OC(=O)c2ccc(Cl)cc2)cc1)N1Cc2ccccc2C1=O (stereo unspecified)	?	-6%	-6%	-22%[46.1 µM]	?	-1%	-13%	1.1%
Cc1cc(=O)oc2cc(OCc3nnc(-c4ccccc4Br)o3)ccc12	?	9%	-15%	-25%[46.1 µM]	14%	?	-8%	0.1%
Cc1ccc(NC(=S)/N=C(\N)Nc2nc(C)c3cc(C)c(C)cc3n2)cc1C	6%	-16%	-26%	5%	?	-10%	-22%	-3.5%
Nn1c(SCc2ccccc2F)nnc1-c1ccccn1	/	-2%	-2%	27%	/	4%	3%	0.1%
CNC(=O)/C=C1\NC(C)(C)Cc2ccccc21	-5%	-5%	-14%	9%[46.1 µM]	-1%	-6%	-5%	?
Cc1cc2nc(-c3ccc(SCC(=O)N4CCc5ccccc54)nc3)[nH]c2cc1C	?	2%	4%	?	4%	14%	-23%	17%
CCc1nc(Nc2ccccc2)c2oc3ccccc3c2n1	?	-21%	-4%	-18%[46.1 µM]	-4%	-6%	-27%	0.0%

The list goes on.
SMILES	ALDH1A1 inh	GAA spleen mod	GAA glycogen mod	NPSR antag	GAA inh	GLA spleen mod	Tau fluor counter	Epigenetic derep
COc1cccc(-c2csc(N3CCN(Cc4ccccc4)CC3)n2)c1	10µM*	-6%	-2%	-4%[46.1 µM]	3%	-9%	-19%	1.9%
Cc1cc(N2CCN(C)CC2)nc2ccc(NC(=O)CCC(=O)NCCC(C)C)cc12	?	3%	-2%	-16%	0%	13%	-16%	0.0%
CC(CCc1ccccc1)NC(=O)CCCCCNc1nc(=S)[nH]c2ccccc12 (stereo unspecified)	13%	3%	1%	-14%	-3%	4%	-10%	-5.1%
O=C(NCc1ccccc1)C1CCCN1S(=O)(=O)c1cccc2cccnc12 (stereo unspecified)	5%	-3%	4%	-3%	7%	9%	-10%	-1.0%
COC(=O)c1cc(Br)c(=O)n(CCN(C(C)C)C(C)C)c1	9%	4%	-2%	-6%[46.1 µM]	-11%	10%	7%	0.9%
O=C(CN1CCN(Cc2ccccc2)CC1)N1CCCc2c1c(=O)oc1ccc(O)cc21	4%	-18%	-1%	?	6%[15.4 µM]	-18%	?	-1.4%
CCN(CC)C(=O)c1ccccc1NC(=O)CN1C(=O)c2ccccc2C1=O	-1%	4%	0%	7%	?	3%	1%	3.7%
CCCc1c(O)nc(SCC(=O)NCCc2ccc(OC)c(OC)c2)[nH]c1=O	-5%	1%	0%	5%[46.1 µM]	-2%	5%	-3%	0.0%
CCn1c(SCC(=O)N2CCCC2)nnc1-c1ccc(N)cc1	1%	5%	1%	13%[46.1 µM]	-6%	2%	5%	0.0%
CN(C)C(CNS(=O)(=O)c1ccc(Cl)cc1)c1cccnc1 (stereo unspecified)	-2%	-6%	-3%	-5%[46.1 µM]	-4%	-3%	-7%	0.6%
O=C(NNc1nc2ccccc2s1)c1ccccc1F	3%	-8%	-4%	-1%[46.1 µM]	-1%	-5%	-7%	2.5%
CCOC(=O)c1sc2nc(CC(=O)OC)nc(NCCN(CC)CC)c2c1C	?	-5%	-1%	-4%[46.1 µM]	4%	3%	-5%	0.8%
CCCn1c(C2CC(=O)N(c3ccc(C)cc3)C2)nc2ccccc21 (stereo unspecified)	2%	2%	-6%	-9%[46.1 µM]	5%	14%	-8%	-0.9%
CCCN1CCN(C(=S)Nc2ccc([N+](=O)[O-])cc2)CC1	32µM*	-2%	7%	-21%[46.1 µM]	0%	-4%	-18%	-0.9%
COC(=O)c1cn(C(=O)c2ccco2)c2ccccc12	-3%	-14%	-9%	-11%[46.1 µM]	-3%	18%	-9%	-2.5%
CCOC(=O)c1cnc2cc(C)nn2c1C	12%	-5%	-13%	-4%[46.1 µM]	-5%	1%	-6%	1.1%
COC(CNC(=O)c1cc(C)nn1-c1ccccc1)OC	?	-6%	6%	-2%[46.1 µM]	-4%	-11%	-9%	-4.4%
NC(=O)NCC(N)C(=O)O (stereo unspecified)	6%	-6%	/	/	/	-2%	-7%	0.0%
C=CCC(Nc1ccc(OC)cc1)(C(=O)OCC)c1ccccc1 (stereo unspecified)	-1%	-8%	/	/	/	-2%	-2%	-1.1%
COc1ccc(N2CCN(C(=O)c3cccc(N4C(=O)C5CC=CC(C)C5C4=O)c3)CC2)cc1 (stereo unspecified)	4%	-7%	3%	7%[46.1 µM]	?	3%	-24%	1.1%
O=C1C2C3C=CC(C2C(=O)N1c1cccc(O)c1)C1C2C(=O)N(c4cccc(O)c4)C(=O)C2C31 (stereo unspecified)	1.4µM*	1%	-5%	7%	-5%	6%	-12%	?
CCOC(=O)Cc1cc(=O)n2[nH]c(C)cc2n1	?	-9%	2%	-7%[46.1 µM]	0%	-1%	3%	-2.1%
O=c1c2ccccc2c(-c2ccc(O)cc2)nn1-c1cccc(C(F)(F)F)c1	3%	1%	-4%	-44%	-13%	-2%	?	-0.1%
O=S(=O)(CCc1nc2ccccc2[nH]1)c1ccc(Cl)cc1	7%	-1%	3%	10%	?	1%	11%	-2.9%
Cc1nc2ccccc2c(=O)n1NC(=O)Cc1ccc([N+](=O)[O-])cc1	7%	/	6%	-4%	-10%	8%	-5%	-1.1%

Entries above that contain a COOH group, in the order listed:
SMILES	ALDH1A1 inh	GAA spleen mod	GAA glycogen mod	NPSR antag	GAA inh	GLA spleen mod	Tau fluor counter	Epigenetic derep
COc1cc(NC(=O)CSc2nnc3c(C)cc4cc(C)cc(C)c4n23)c(C(=O)O)cc1OC	8%	0%	-3%	-2%	?	4%	0%	-1.0%
Cc1c[n+]([O-])n(-c2ccc(C(=O)O)cc2)n1	3%	4%	1%	6%[46.1 µM]	1%	3%	-2%	-1.0%
O=C(O)C(c1ccccc1)C1(O)CCCCC1 (stereo unspecified)	10%	-4%	9%	-7%	-2%	-8%	7%	-0.2%
NC(=O)NCC(N)C(=O)O (stereo unspecified)	6%	-6%	/	/	/	-2%	-7%	0.0%

Further records follow.
SMILES	ALDH1A1 inh	GAA spleen mod	GAA glycogen mod	NPSR antag	GAA inh	GLA spleen mod	Tau fluor counter	Epigenetic derep
CCOC(=O)C(NC(=O)c1cccnc1)(Nc1cccc(C)n1)C(F)(F)F (stereo unspecified)	2%	-6%	5%	-5%[46.1 µM]	6%	8%	-14%	-1.0%
Cc1ccnc(NC(=O)Nc2cccc(F)c2)n1	4%	5%	25%	1%	-2%	1%	11%	-0.1%
COc1cc(NC(=O)c2cnn3c(C(F)F)cc(C4CC4)nc23)c(OC)cc1Cl	11%	-1%	6%	5%	3%	3%	-5%	-0.6%
Clc1cccc(N/N=C/c2ccncc2)c1	6%	0%	?	14%	-1%	7%	?	0.0%
O=C(CSc1cccc2cccnc12)N/N=C/c1ccc(F)cc1	?	-6%	-4%	-7%	8%	2%	-21%	0.0%
COC(=O)C1=C(C(=O)OC)[C@@H]2Nc3ccccc3[C@@]23C[C@@H](C(=O)OC)N(S(=O)(=O)c2ccc(Br)cc2)C3=N1	-4%[13.5 µM]	13%[17.4 µM]	/	/	/	5%[17.5 µM]	-18%[11.6 µM]	/

In the list so far, these contain two or more sulfur atoms.
SMILES	ALDH1A1 inh	GAA spleen mod	GAA glycogen mod	NPSR antag	GAA inh	GLA spleen mod	Tau fluor counter	Epigenetic derep
CSc1nc(-c2ccco2)nn1S(=O)(=O)c1ccccc1	14µM*	-4%	7%	7%[46.1 µM]	-7%	-6%	0%	-2.1%
O=C1CCCN1c1ncc(S(=O)(=O)c2ccc([N+](=O)[O-])cc2)s1	-2%	2%	5%	15%	-3%	0%	-9%	0.0%
